Compound activity as filed in PubChem BioAssay.
proCasp3 act – activates human procaspase-3 | P42574 | recombinant procaspase-3 D3A, Ac-DEVD-pNA absorbance 405 nm | activation, % at 8.5 µM | 330,000 compounds, 0.11% hits;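 active = activation above the mean of all tested compounds plus 3 SD, cut at about 21% in these data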;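 note: 0% = DMSO alone and 100% = DMSO wells spiked with extra 5 µM PC-3 D3A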
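Technique: 405 nm absorbance of p-nitroaniline, reads at 0 and 120 min; Test system: Procaspase-3 D3A mutant; Incubation: 1 h enzyme-compound preincubation, then 2 h substrate reaction, 25 °C; Repeats: singlicate, each compound tested once; Benchmarks: low control DMSO wells, high control DMSO plus 5 µM PC-3 D3A.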
CTSL1 counter – blocks F. hepatica cathepsin L1 in PFM18AAP counter-screen | 300,000 compounds, 0.49% hits | inhibition, % at 5.96 µM | recombinant F. hepatica cathepsin L1, Z-Leu-Arg-MCA fluorescence | AID 1906;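 active = inhibition above the mean of all tested compounds plus 3 SD, set per screening campaign, cut at about 17% in these data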;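 note: 0% = plate median of test compound wells and 100% = 1 µM Z-Phe-Ala-diazomethylketone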
AHR act – activators of human aryl hydrocarbon receptor | AHR-responsive luciferase reporter cells, luminescence | activation, % at 5 µM | 320,000 compounds, 2.5% hits | P35869; in the data active = activation above about 47%;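 note: 0% = vehicle wells and 100% = reference agonist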
TPT1 inhibitor – blocks Candida albicans tRNA 2'-phosphotransferase | recombinant caTPT1, FP RNA substrate dephosphorylation | inhibition, % at 5 µM | 300,000 compounds, 0.81% hits | AID 1962;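 active = inhibition above the mean of all tested compounds plus 3 SD, set per screening campaign, cut at about 24% in these data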;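 note: plate controls were DMSO alone for no effect and ferristatin control at 100 nM for full effect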
PP1 inh – blocks human PP1-alpha phosphatase, a PP5 counter-screen; P62136; purified PP1alpha, OMFP fluorescence; 320,000 compounds, 0.9% hits; inhibition, % at 6.7 µM;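 active = inhibition above the mean inhibition of all tested compounds plus 3 SD, computed separately for each screening campaign, cut at about 15% in these data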
PAFAH2 inh – PAFAH2 (human) inhibition; Q99487; AID 492956; recombinant PAFAH2, FP-rhodamine activity probe, fluorescence polarization; inhibition, % at 3.39 µM; 340,000 compounds, 0.99% hits;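 active = inhibition above the mean over all tested compounds plus 3 SD, cut at about 30% in these data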;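 note: inhibitors block probe labeling of enzyme so polarization drops; 0% = enzyme with DMSO and 100% = wells lacking PAFAH2 protein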
PP5 primary – blocks human protein phosphatase 5 activity | P53041 | purified PP5c, OMFP substrate fluorescence | inhibition, % at 6.7 µM | 320,000 compounds, 0.18% hits | AID 1987;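 active = inhibition above the campaign's mean inhibition across all tested compounds plus 3 SD, cut at about 9.5% in these data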;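 note: 0% = DMSO only and 100% = 100 µM cantharidin control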
Target sequence (P53041 whole entry, looked up): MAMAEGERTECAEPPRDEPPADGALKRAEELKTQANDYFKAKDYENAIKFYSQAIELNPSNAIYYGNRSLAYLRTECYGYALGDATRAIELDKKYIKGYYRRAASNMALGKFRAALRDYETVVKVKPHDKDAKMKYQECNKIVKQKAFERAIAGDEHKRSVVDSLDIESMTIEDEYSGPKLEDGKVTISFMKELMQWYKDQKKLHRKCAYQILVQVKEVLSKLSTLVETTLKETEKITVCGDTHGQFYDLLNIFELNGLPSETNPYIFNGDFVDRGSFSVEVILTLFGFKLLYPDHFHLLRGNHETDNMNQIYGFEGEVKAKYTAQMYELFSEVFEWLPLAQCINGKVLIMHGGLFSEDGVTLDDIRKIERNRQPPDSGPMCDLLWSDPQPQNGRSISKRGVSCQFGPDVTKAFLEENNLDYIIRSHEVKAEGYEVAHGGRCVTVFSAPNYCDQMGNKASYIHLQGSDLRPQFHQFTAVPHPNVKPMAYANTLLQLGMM
core dimer inh – blocks dimerization of HCV core protein | TR-FRET GST/Flag-core106 dimerization, 1536-well | inhibition, % at 5 µM | 300,000 compounds, 0.33% hits;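 active = inhibition above the mean of all tested compounds plus 3 SD, set per screening campaign, cut at about 45% in these data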
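test system = GST/Flag-tagged HCV core106 proteins | probe or stimulus = Eu donor and XL665 acceptor anti-tag antibodies | times = compound-protein-antibody incubation 4 h at 22.5 °C | signal = TR-FRET, excitation 340 nm, emission 617 and 671 nm | measure = percent inhibition of core106 dimerization signal | controls = wells lacking GST-core106 and wells with excess unlabelled core106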
procasp7 counter – counter-screen: procaspase-7 (human) activation; P55210; recombinant procaspase-7, Ac-DEVD-pNA absorbance 405 nm; D23A/D198A/D206A triple mutant, cannot self-cleave; scale: DMSO 0, 5 µM enzyme 100; activation, % at 8.5 µM; 330,000 compounds, 0.093% hits;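 active = percent activation above the screen-wide mean plus 3 SD, cut at about 25% in these data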
Target sequence (P55210 whole entry D23A/D198A/D206A): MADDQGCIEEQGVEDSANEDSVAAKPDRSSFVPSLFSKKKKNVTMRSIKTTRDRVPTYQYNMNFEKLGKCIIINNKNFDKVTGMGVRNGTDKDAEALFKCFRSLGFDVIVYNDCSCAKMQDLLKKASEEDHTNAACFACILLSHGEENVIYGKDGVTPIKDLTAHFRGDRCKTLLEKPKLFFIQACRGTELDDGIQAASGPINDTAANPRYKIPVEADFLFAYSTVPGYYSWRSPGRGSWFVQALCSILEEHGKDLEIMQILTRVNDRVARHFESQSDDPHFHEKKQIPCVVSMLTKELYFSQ
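System: Procaspase-7 triple mutant (PC-7 D3A); measure: % activation from two-timepoint absorbance difference, scaled to controls; times: 1 h compound preincubation, 2 h substrate cleavage, 25 °C; also added: Ac-DEVD-pNA substrate, 400 µM as added; measured by: Epi-absorbance of released pNA at 405 nm, two timepoints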
Starred values were filed as active, the others as inactive; · = no result given; & = joins results of further samples.

nr	Compound	PP5 primary	CTSL1 counter	PAFAH2 inh	proCasp3 act	TPT1 inhibitor
1	COc1cccc(-c2cnc(OC(C)(C)C)nc2OC(C)(C)C)c1	-5.5	3	-16	7	-2
2	CCOc1ccc(Nc2nc(Cc3nnc(SCC(N)=O)o3)cs2)cc1	-0.8	0	7	4	1
3	COc1ccc(CN(C)CC(=O)Nc2ccccc2-c2ccccc2)c(OC)c1	1.5	5	4	6	-1
4	COc1ccc(NC(=O)C2CCC(CNc3c(N4CCC(C)CC4)c(=O)c3=O)CC2)cc1OC (stereo unspecified)	1.9	-1	5&-2	-5	0
5	Cc1ccc(NC(=O)C2CC(=O)n3ncnc3N2)cc1C (stereo unspecified)	0.4	0	-5	-2	0
6	COc1ccc(NC(=O)c2ccco2)cc1NC(=O)c1ccco1	-0.2	1	-5	0	0
7	CCCCN(CCCC)CCn1cnc2c([nH]c3ccc(OC)cc32)c1=O	5.2	107*	4	6	-1
8	COc1ccc(Br)cc1/C=N/NC(=O)CNC(=O)/C=C/c1ccccc1	-0.1	-2	0	-16	0
9	O=C(COC(=O)c1cccnc1Cl)Nc1nc(-c2ccccc2)cs1	4.4	-3	-6	-3	1
10	O=C(NC(=S)NNC(=O)c1ccccc1O)c1cccnc1	-0.1	-2	60*	-8	-1
11	CCOC(=O)c1ccc(N2C(=O)c3n[nH]c(C)c3C2c2ccccc2)cc1 (stereo unspecified)	3.7	1	-14	-3	-3
12	COC(=O)c1sc(NC(=O)CSc2nc3cccnc3n2C2CCCCC2)nc1C	-0.2	1	1	3	1

nr	core dimer inh	PP1 inh	procasp7 counter	AHR act
1	1	-8	-17	6
2	5	-2	-1	4
3	3	-1	11	5
4	-1	-2	-7	-3
5	0	-7	10	10
6	-2	-1	12	15
7	-3	-2	11	12
8	11	3	-20	31
9	2	-1	-3	8
10	-3	6	-12	2
11	-3	4	2	-1
12	0	1	-1	0

Following part
nr	Compound	PP5 primary	CTSL1 counter	PAFAH2 inh	proCasp3 act	TPT1 inhibitor
13	O=C(O)c1ccc(/C=N/N2CCN(Cc3ccc(Cl)cc3)CC2)cc1	2.7	-2	-6	-3	4
14	Cc1ccc(C)c(C(=O)COC(=O)Cn2c(C)csc2=O)c1	2.2	0	5	11	0
15	COc1ccc(-c2nn(C)c(=O)c3ccccc23)cc1CNC(=O)NC1CCCCC1	3.5	0	·	-3	-1
16	O=C(COc1ccc2c(-c3ccccc3)cc(=O)oc2c1)Nc1ccc(CN2CCOCC2)cc1	1.9	-1	7	-5	0
17	Cc1ccc(NC(=O)Nc2cc(C(F)(F)F)c[nH]c2=O)cc1	4.5	2	2	-5	0
18	CCOC(=O)NC(N(O)c1cccc(Cl)c1)C(Cl)(Cl)Cl (stereo unspecified)	0.7	2	·	-14	0
19	CCOc1ccccc1C(=O)NCC(=O)OCC(=O)N1C(C)CCCC1C (stereo unspecified)	0.5	-23	-8	18	0
20	COc1ccc(CN(C(=O)c2cccs2)c2ccccc2)cc1	2.4	1	4	-1	-1
21	CCOc1ccc(NC(=O)Nc2cc(C)on2)cc1	2.0	-2	-5	2	-2
22	CCSc1nnc(NC(=O)CN2C(=O)C3CC=CCC3C2=O)s1 (stereo unspecified)	2.1	-3	-6	5	2
23	CN(C)S(=O)(=O)c1ccc(Cl)c(NC(=O)COC(=O)CCC2CCCCC2)c1	·	·	38*	0	·
24	O=C(NCc1ccc(F)cc1)Nc1ccc(Cl)cc1	1.0	3	-2	5	0

nr	core dimer inh	PP1 inh	procasp7 counter	AHR act
13	-1	-11	2	0
14	4	-1	-3	-1
15	12	8	3	-2
16	8	-5	4	-3
17	9	2	9	28
18	1	-3	3	3
19	2	-1	8	-1
20	2	3	3	4
21	-3	1	-11	17
22	-3	2	-2	2
23	·	·	10	0
24	5	4	-4	4

Next section.
nr	Compound	PP5 primary	CTSL1 counter	PAFAH2 inh	proCasp3 act	TPT1 inhibitor
25	CC(C)c1c(O)nc(SCCC(=O)O)[nH]c1=O	-1.1	-1	3	-5	-3
26	CCC1(C)Cc2ccccc2-c2nc[nH]c(=O)c21 (stereo unspecified)	2.9	-6	3	6	-3
27	O=C(NCCCN1CCOCC1)c1ccc2ccccc2c1	2.9	8	-2	0	1
28	CCOC(=O)c1ccc(-c2c(-c3ccc(OC)cc3)oc(=O)c3cc(OC)c(OC)cc23)cc1F	2.8	·	-5	5	·
29	Cc1ccc(NC(=S)NCCCN2CCOCC2)cc1C	1.9	0	0	-4	0
30	CC(C)(C)N1C(=O)[C@H]2[C@@H](c3ccc(Br)cc3)N3C(=O)N(c4cccc(F)c4)C(=O)[C@@]3(C)[C@H]2C1=O	3.0	-1	2	-3	-1
31	CC(=O)Nc1ccc(S(=O)(=O)N2CCN(C(=O)C3COc4ccccc4O3)CC2)cc1 (stereo unspecified)	4.8	-2	0	2	-1
32	O=C(N/N=C/c1cccn1-c1ccc([N+](=O)[O-])cc1)c1cccnc1	-1.4	1	-3	-12	1
33	CCOC(=O)C1=C(C)N=C2SC(C)C(=O)N2C1c1ccc(OCC)c(OCC)c1 (stereo unspecified)	3.7	-3	-2	-8	6
34	CC1CCC(NS(=O)(=O)c2ccc3c(c2)n(C)c(=O)c(=O)n3C)CC1 (stereo unspecified)	2.2	-1	4	7	-6
35	C/C(=C\C(=O)c1ccccc1)Nc1ccc2c(c1)OCO2	-4.7	-3	12	-27	1
36	COc1ccc(CCNCC(=O)Nc2c(C)cc(C)cc2C)cc1OC	3.4	3	4	0	1

nr	core dimer inh	PP1 inh	procasp7 counter	AHR act
25	-2	2	4	-4
26	-10	1	4	8
27	-2	-9	10	8
28	·	-2	-4	-1
29	-7	0	12	2
30	2	-6	0	0
31	10	1	-6	-2
32	19	-2	4	32
33	7	3	-17	0
34	-12	1	1	2
35	0	-3	-37	47*
36	-11	1	7	6

(list continues)
nr	Compound	PP5 primary	CTSL1 counter	PAFAH2 inh	proCasp3 act	TPT1 inhibitor
37	CCOC(=O)c1c(NC(=O)COc2cccc3c2CCN(Cc2ccc(F)cc2)C3=O)sc2c1CCC2	1.3	-3	·	-7	-6
38	CC(Oc1ccccc1)C(=O)NC1CC(C)(C)NC(C)(C)C1 (stereo unspecified)	-0.9	-1	-2	-5	-1
39	CCOC(=O)c1sc(NC(=O)CS(=O)(=O)c2ccc(C)cc2)nc1C	2.0	1	1	-2	-2
40	COc1ccc(CN2C(=O)c3cccnc3C2=O)cc1S(=O)(=O)N(C)c1ccc(C)cc1	3.4	-3	3	-2	-2
41	O=C(OCc1c(Cl)cccc1Cl)c1ccncc1	2.2	-2	-5	6	-3
42	COc1ccc(/C=C(\NC(=O)c2cccs2)C(=O)NCc2ccco2)cc1OC	0.8	4	·	4	1
43	O=C(Cc1ccc(Br)cc1)OCC(=O)N1CCc2ccccc2C1	2.9	-9	7	3	0
44	COc1ccc(C2CC(=O)N3CN(c4ccc(C)c(Cl)c4)CSC3=C2C#N)cc1OC (stereo unspecified)	-0.2	-3	3	-10	-5
45	CCOC(=O)C(NS(=O)(=O)c1ccccc1)(C(F)(F)F)P(=O)(OCC(C)C)OCC(C)C (stereo unspecified)	-1.6	6	14	-1	-3
46	CCOC(=O)c1c(C)c(C(=O)N2CCCCCC2)c(C)n1C	0.5	-2	-3	5	4
47	CCCn1c(SCC(N)=O)nc2c(c1=O)C1(CCCC1)Cc1ccccc1-2	6.4	7	-8	-4	3
48	CCOC(=O)C1CCN(C(=O)Cn2cc3c(n2)CCC(C)C3)CC1 (stereo unspecified)	3.2	-2	-1	2	1

nr	core dimer inh	PP1 inh	procasp7 counter	AHR act
37	3	-3	-5	0
38	-6	0	-6	-1
39	6	0	-1	8
40	-1	6	-5	2
41	-6	0	9	-5
42	5	-5	1	-3
43	7	5	1	0
44	12	-3	-14	-2
45	4	-2	-2	-2
46	3	-2	3	2
47	2	2	0	-1
48	0	-7	-3	0

(list continues)
nr	Compound	PP5 primary	CTSL1 counter	PAFAH2 inh	proCasp3 act	TPT1 inhibitor
49	O=C(COC(=O)c1ccc2ncsc2c1)Nc1cccc(Cl)c1	3.2	·	92*	-19	·
50	O=C(Cc1ccccc1)NCCS(=O)c1ccc(Cl)cc1 (stereo unspecified)	-0.5	-2	12	-9	4
51	O=C(c1cccc([N+](=O)[O-])c1)N1CCN(S(=O)(=O)/C=C/c2ccccc2)CC1	2.5	·	3	2	·
52	C/C(=N\NC(=O)c1ccc(Br)cc1)c1cccc(NC(=O)c2cccnc2)c1	2.0	2	1	-3	3
53	COc1ccc(CNC(=O)CCc2cc(OC)c(OC)c(OC)c2)cc1	2.0	0	5	4	2
54	COc1ccc(CCNC(N)=S)cc1OC	-1.5	4	-2	-2	2
55	COc1ccc(NC2CC(=O)N(c3cccc([N+](=O)[O-])c3)C2=O)cc1 (stereo unspecified)	0.1	0	18	-5	0

nr	core dimer inh	PP1 inh	procasp7 counter	AHR act
49	·	-3	-14	1
50	-8	-5	5	2
51	·	2	1	11
52	-3	3	-6	26
53	4	0	9	6
54	4	-4	11	1
55	7	-2	-1	0

3 of the entries above in order of the TPT1 inhibitor value, ascending:
no.	structure	PP5 primary	PAFAH2 inh	proCasp3 act	TPT1 inhibitor	core dimer inh	AHR act
55	COc1ccc(NC2CC(=O)N(c3cccc([N+](=O)[O-])c3)C2=O)cc1 (stereo unspecified)	0.1	18	-5	0	7	0
54	COc1ccc(CCNC(N)=S)cc1OC	-1.5	-2	-2	2	4	1
52	C/C(=N\NC(=O)c1ccc(Br)cc1)c1cccc(NC(=O)c2cccnc2)c1	2.0	1	-3	3	-3	26
